ARFGAP1 inh: rat ARFGAP1 inhibition; Arfgap1-stimulated ARF1 GTP hydrolysis, GDP FP detection; inhibition, % at 16.5 µM; 360,000 compounds, 0.26% hits;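 active means inhibition above a per-plate limit, mean inhibition of low control wells plus 3 SD, cut at about 25% in these data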;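 further: 0% = DMSO wells with enzyme and 100% = wells lacking Arfgap1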
Target sequence (Q62848 1-136 limits assumed): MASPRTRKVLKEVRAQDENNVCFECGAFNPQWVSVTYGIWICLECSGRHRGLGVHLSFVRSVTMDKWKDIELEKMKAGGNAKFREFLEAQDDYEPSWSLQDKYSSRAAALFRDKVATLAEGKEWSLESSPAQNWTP
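Repeats: one replicate per compound; assay system: rat Arfgap1 catalytic domain, aa 1-136; times: enzyme reaction 120 min at 25 °C after 20 min preincubation; detection: FP of antibody-bound GDP Alexa 633 tracer, ex 620/em 688 nm; benchmarks: high control wells lacking Arfgap1, low control full reaction with DMSO; reagent: human ARF1(Δ1-17)-GTP substrate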
HTRA1 inh: blocks human HTRA1 serine peptidase. Q92743. recombinant HTRA1, FP-rhodamine activity-based probe, fluorescence polarization. inhibition, % at 5.96 µM. 340,000 compounds, 0.5% hits; in the data active means inhibition above about 36%;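 further: 0% = enzyme with DMSO and 100% = wells lacking enzyme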
NPR1 activator: GC-A (human) enzyme activation. AID 1671463. P16066. activation, % at 10 µM. HEK293 GC-A cells, cGMP TR-FRET, EC30 ANP; 0% at EC30 ANP, 100% saturating ANP. 370,000 compounds, 0.14% hits; in the data active means activation above about 40%
ABHD4 inh: inhibits mouse alpha/beta hydrolase domain 4. purified mABHD4, FP-Rh probe fluorescence polarization. inhibition, % at 8.92 µM. 370,000 compounds, 0.54% hits;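 active means inhibition exceeding the mean over every tested compound plus 3 SD, cut at about 30% in these data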;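 further: 0% = plate median of compound wells and 100% = S159A mutant with DMSO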
Target sequence (Q8VD66 whole entry, looked up, the tested form may be a part): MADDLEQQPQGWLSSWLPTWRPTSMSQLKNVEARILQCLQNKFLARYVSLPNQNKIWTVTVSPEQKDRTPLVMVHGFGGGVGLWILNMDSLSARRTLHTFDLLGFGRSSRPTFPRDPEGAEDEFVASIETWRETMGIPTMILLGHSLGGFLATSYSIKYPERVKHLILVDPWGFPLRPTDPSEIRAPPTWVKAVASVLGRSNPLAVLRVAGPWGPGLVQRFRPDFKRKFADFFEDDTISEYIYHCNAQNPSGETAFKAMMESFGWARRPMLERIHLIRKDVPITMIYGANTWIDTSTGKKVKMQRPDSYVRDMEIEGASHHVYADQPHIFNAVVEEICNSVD
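Test system: mABHD4 protein | Buffer or medium: HEPES pH 7.0 buffer, 150 mM NaCl, 0.01% Pluronic F-127 | Probe or stimulus: FP-Rh fluorescent activity-based probe, added after compound pre-incubation | Timing: Pre-incubation 45 min, probe exposure 60 min, at 25 °C | Technique: Fluorescence polarization, excitation 525 nm, emission 598 nm, BODIPY TMR filters | Repeats: Single well per compound (singlicate)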
rCAG RNA binder: molecules binding r(CAG) RNA repeats | 370,000 compounds, 1.3% hits | r(CAG) RNA repeat, TO-PRO-1 dye displacement fluorescence | inhibition, % at 3 µM;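 active means inhibition above the plate cutoff, the mean of all test compounds on that plate plus 3 SD, cut at about 35% in these data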;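 further: 0% = DMSO alone and 100% = 100 µM mitoxantrone as full dye displacement; higher means more dye released from RNA so lower well fluorescence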
GC-B act: GC-B (human) receptor activation | P20594 | 370,000 compounds, 0.11% hits | HEK293-GC-B cells, CNP EC30, cGMP TR-FRET; 0% at EC30 CNP, 100% saturating CNP | activation, % at 10 µM | AID 1920062;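 active means activation at 10 µM reaching about 35% in either raw or pattern-adjusted values, limit read from the data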
PG9 binder: PG9 antibody binding by small molecule; inhibition, % at 6.7 µM; AID 624416; 360,000 compounds, 0.43% hits; TR-FRET gp120-PG9 antibody binding; in the data active means inhibition above about 8.5%
ASAP1 inh: blocks human ASAP1-stimulated Arf1 GTP hydrolysis. GDP FP detection. Q9ULH1. AID 624377. 360,000 compounds, 0.19% hits. inhibition, % at 16.5 µM; in the data active means inhibition above about 25%;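 further: 0% = vehicle with enzyme and substrate and 100% = no enzyme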
Target sequence (Q9ULH1 325-724 limits assumed): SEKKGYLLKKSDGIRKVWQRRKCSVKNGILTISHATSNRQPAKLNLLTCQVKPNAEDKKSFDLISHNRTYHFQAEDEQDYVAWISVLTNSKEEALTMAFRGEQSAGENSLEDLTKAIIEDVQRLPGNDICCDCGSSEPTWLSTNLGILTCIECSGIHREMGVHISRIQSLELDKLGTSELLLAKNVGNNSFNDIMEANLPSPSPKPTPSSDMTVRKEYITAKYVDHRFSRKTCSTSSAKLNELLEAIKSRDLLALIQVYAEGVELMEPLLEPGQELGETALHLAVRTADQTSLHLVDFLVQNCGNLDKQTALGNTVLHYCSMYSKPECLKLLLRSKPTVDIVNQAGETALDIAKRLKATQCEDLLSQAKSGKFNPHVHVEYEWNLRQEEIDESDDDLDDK
SMARCA2 act: activators of SMARCA2 function. activation, % at 9.1 µM. 370,000 compounds, 1% hits. MG213 cells, MMTV-luciferase reporter, dexamethasone, overnight; in the data active means activation above about 7.8%;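 further: 0% = vehicle wells and 100% = reference activator wells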
NR1D1 modulator: modulates human Rev-erb alpha binding to DNA | P20393 | Rev-erbα–FITC-DNA binding, fluorescence polarization, 90 min | activity, % at 10 µM | 370,000 compounds, 0.79% hits | AID 1259318;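 active means activity above about 14%, limit read from the data; passing the limit was not always enough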;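 further: 0% = DMSO wells with 35 nM protein and 100% = DMSO wells with 750 nM protein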
An asterisk follows results filed as active; · = no result given.

no.	SMILES	ARFGAP1 inh	HTRA1 inh	NPR1 activator	ABHD4 inh	rCAG RNA binder
1	O=C(Nc1ccc(S(=O)(=O)N2CCCCC2)cc1)C1CCCO1 (stereo unspecified)	7	0	4	-3	1
2	CCNC(=O)C(=O)Nc1cc2c3c(c1)CCN3C(=O)CC2	-1	6	-2	-1	-1
3	C[C@@H]1CN([C@@H](C)CO)C(=O)c2cc(Br)cnc2O[C@H]1CN(C)C(=O)C1CCCCC1	-1	5	0	-2	0
4	O=C1C2C3C=CC(CC3)C2C(=O)N1/N=C/c1ccco1 (stereo unspecified)	-1	-6	3	-1	0
5	CCCCn1c(CCC(=O)O)nc2cc(S(=O)(=O)N3CCCC3)ccc21	-5	4	0	0	7
6	Cc1ccc(C(=O)OCC(=O)Nc2ccc3c(c2)OCCO3)cc1C	17	-1	1	-5	-1
7	CCCOc1ccc2c(=O)c(-c3cc(C(=O)OC)oc3C)c(C)oc2c1	8	-11	5	-1	-10
8	O=C(Nc1ccc(N2CCOCC2)cc1)c1cccc(S(=O)(=O)N2CCCCC2)c1	-1	13	-4	0	-1
9	COc1ccc2oc(=Nc3ccc(C(=O)O)cc3)c(C(=O)NCc3ccco3)cc2c1	1	4	0	3	-1
10	Cc1cc([N+](=O)[O-])nn1Cc1ccccc1F	6	2	3	-4	-3
11	Fc1ccccc1NC(=S)NCCc1cccc(Cl)c1	9	-8	-1	-12	-5
12	COc1ccc(-n2ncc3c(=O)n(CC(=O)N(C(C)C)C(C)C)cnc32)cc1	9	0	2	-7	1
13	CCOc1cc(/C=N/O)cc(Br)c1OC	-8	-6	4	-5	2
14	COc1ccc(C(=O)NCC(=O)Nc2ccc(F)cc2)cc1OC	3	6	3	3	-2
15	CC(=O)c1ccc(OC(C)C(=O)NCC2(N3CCOCC3)CCCCC2)cc1 (stereo unspecified)	3	3	2	-7	0

no.	GC-B act	PG9 binder	ASAP1 inh	SMARCA2 act	NR1D1 modulator
1	3	-0.3	-2	0	-1
2	0	0.5	-1	-2	-3
3	-1	-2.8	-2	-2	1
4	3	-0.2	0	0	3
5	-10	-1.3	11	2	3
6	3	-1.0	6	2	4
7	-6	-0.3	7	-1	1
8	-2	-2.4	8	4	-2
9	0	1.0	0	-1	3
10	1	1.5	-6	-3	-2
11	5	-1.1	7	-1	3
12	4	-1.6	12	-4	-4
13	-5	-0.8	13	-1	0
14	0	-0.6	11	-1	0
15	1	-0.5	-10	-4	3

From no. 12 as far as 13, as listed above:
no.	SMILES	ARFGAP1 inh	HTRA1 inh	NPR1 activator	ABHD4 inh	rCAG RNA binder
12	COc1ccc(-n2ncc3c(=O)n(CC(=O)N(C(C)C)C(C)C)cnc32)cc1	9	0	2	-7	1
13	CCOc1cc(/C=N/O)cc(Br)c1OC	-8	-6	4	-5	2

no.	GC-B act	PG9 binder	ASAP1 inh	SMARCA2 act	NR1D1 modulator
12	4	-1.6	12	-4	-4
13	-5	-0.8	13	-1	0

Going on with the list:
no.	SMILES	ARFGAP1 inh	HTRA1 inh	NPR1 activator	ABHD4 inh	rCAG RNA binder
16	CCN(CC)P(=O)(Nc1ccc(SC(F)F)cc1)c1ccc(N(C)C)cc1NC(=O)c1ccco1 (stereo unspecified)	-9	-21	4	-15	10
17	Cc1ccc(C(=O)Nc2nc(=O)n(C(=O)CC(C)C)s2)cc1	-7	-4	-4	-5	20
18	CCCCn1c(CCNC(=O)CCC)nc2ccccc21	2	2	-1	-10	-1
19	Nc1nc(OCC2CCCCC2)c2[nH]cnc2n1	4	-2	2	5	3
20	O=S1(=O)c2c(cccc2N2CCSCC2)Oc2ccccc2CN1Cc1cn(Cc2cccc(C(F)(F)F)c2)nn1	·	·	-1	2	9
21	CCOC(=O)c1[nH]c2cc3c(cc2c1NC(=O)CN1CCc2ccccc2C1)OCO3	-1	-4	-1	7	0
22	O=C(NCC1CCCO1)C1CCN(C2CCN(Cc3cccs3)CC2)CC1 (stereo unspecified)	-16	6	3	-12	0
23	Cc1ccccc1OCC(=O)NCCCNC(=O)c1ccncc1	4	6	0	-1	0
24	CCCNC(=O)COC(=O)C1CCN(S(=O)(=O)c2ccc3c(c2)OCCO3)CC1	7	4	2	0	-3
25	Cc1ccccc1Nc1nc(N)nc(CSc2nnc(C)n2C)n1	-4	6	-2	-6	-4
26	Cc1cc(Nc2cccc(Cl)c2Cl)n2ncnc2n1	0	1	-1	-3	2
27	N#CC1CC(c2ccc([N+](=O)[O-])cc2)=NN1c1ccc([N+](=O)[O-])cc1 (stereo unspecified)	-1	-1	0	1	4
28	c1ccc(-n2nnnc2SCc2ccccn2)cc1	0	2	0	1	-2
29	COC(C(=O)Nc1ccnn1C1CCN(Cc2cnn(C(C)C)c2)CC1)c1ccccc1 (stereo unspecified)	-5	2	1	-3	-7
30	COc1ccc(CN2C(=O)CN(S(C)(=O)=O)CC2(C)C(=O)Nc2c(C)cccc2C)cc1 (stereo unspecified)	-2	·	1	6	3

no.	GC-B act	PG9 binder	ASAP1 inh	SMARCA2 act	NR1D1 modulator
16	0	-1.7	4	-3	0
17	1	-2.4	3	-2	2
18	1	0.2	-1	-2	7
19	0	-0.5	2	0	3
20	0	·	·	-5	6
21	4	-0.3	10	-2	7
22	-2	0.1	-10	-6	-7
23	-4	-1.0	2	2	2
24	-4	-2.0	-10	4	1
25	6	-2.2	-3	-5	0
26	39*	1.3	12	-3	3
27	-1	1.7	8	-5	4
28	2	0.5	11	1	-4
29	0	0.7	0	0	6
30	8	-1.5	-1	-5	-4

Arranged by the number under PG9 binder (lowest first): four of the compounds above.
No.	Structure	ARFGAP1 inh	HTRA1 inh	NPR1 activator	ABHD4 inh	GC-B act	PG9 binder	ASAP1 inh	SMARCA2 act	NR1D1 modulator
30	COc1ccc(CN2C(=O)CN(S(C)(=O)=O)CC2(C)C(=O)Nc2c(C)cccc2C)cc1 (stereo unspecified)	-2	·	1	6	8	-1.5	-1	-5	-4
21	CCOC(=O)c1[nH]c2cc3c(cc2c1NC(=O)CN1CCc2ccccc2C1)OCO3	-1	-4	-1	7	4	-0.3	10	-2	7
18	CCCCn1c(CCNC(=O)CCC)nc2ccccc21	2	2	-1	-10	1	0.2	-1	-2	7
29	COC(C(=O)Nc1ccnn1C1CCN(Cc2cnn(C(C)C)c2)CC1)c1ccccc1 (stereo unspecified)	-5	2	1	-3	0	0.7	0	0	6

(further entries)
no.	SMILES	ARFGAP1 inh	HTRA1 inh	NPR1 activator	ABHD4 inh	rCAG RNA binder
31	COC(=O)c1c(NC(=O)CCNCc2ccco2)sc2c1CCC2	-1	-1	-4	10	4
32	Cc1nc(C)c(-c2csc(NCCc3ccccc3)n2)s1	6	-4	8	12	2
33	Cc1cc(C(=O)N2CCN(c3cccc(Cl)c3)CC2)c(C)o1	7	-8	-3	5	-5
34	COc1ccc(C(CNC(=O)c2ccco2)N2CCOCC2)cc1 (stereo unspecified)	-1	-2	-1	4	1
35	Cc1ccc(S(=O)(=O)N2CCCC2=O)c(C)c1N(C)S(C)(=O)=O	8	-4	-1	2	1
36	c1ccc(C[C@H]2CNCCN2CC2CCCCC2)cc1	-10	-3	3	0	10
37	Cn1cnnc1SCc1ccc(C(=O)NN)cc1	2	1	4	0	-2
38	CC(C)C(NC(=O)OCc1ccccc1)C(=O)OCC(=O)N1CCCCC1 (stereo unspecified)	0	2	2	-4	-10
39	O=C(Nn1cnnc1)c1ccccc1CCc1ccccc1	-3	4	0	2	1
40	O=C(CSC(=S)N1CCCCC1)N1N=CCC1c1ccccc1 (stereo unspecified)	-5	3	-1	0	-1
41	CCN(C(=O)COC(=O)/C(C#N)=C/c1cc(C)n(CCOC)c1C)c1c(N)n(Cc2ccccc2)c(=O)[nH]c1=O	-2	7	-2	-1	5
42	COC(=O)c1[nH]c2ccc(Br)cc2c1NC(=O)CN1CCCCC1CCO (stereo unspecified)	-9	-16	-1	8	0
43	CC(=O)c1cc(C)ccc1OC(=O)c1cccnc1	4	-5	2	2	-3
44	Cc1cc(-c2nnc(CCC(=O)N(C)Cc3ccsc3)o2)no1	-3	1	4	-2	-3
45	COc1cccc(NC(=O)CS(=O)(=O)c2cccc3nsnc23)c1	10	-2	-2	6	1
46	O=C1O[C@@H](c2ccc(O)cc2)Cc2cccc(O)c21	-2	1	-1	1	15
47	CC(C)=CC(=O)Nc1nnc(-c2ccccc2)s1	-10	2	-3	3	0
48	O=C(Cc1ccccc1)NCc1ccc(F)cc1	-3	1	4	0	-2

no.	GC-B act	PG9 binder	ASAP1 inh	SMARCA2 act	NR1D1 modulator
31	-8	0.8	-8	-4	6
32	6	-0.8	-5	-4	1
33	3	-1.8	1	-3	3
34	-3	-1.0	-4	-1	-3
35	3	-0.3	-6	-1	-4
36	-5	-1.5	-11	1	0
37	-4	-2.3	18	1	1
38	-1	-1.0	-2	5	3
39	10	-1.5	4	2	0
40	-2	-0.2	-9	2	1
41	6	0.8	-3	3	2
42	-7	-0.5	3	0	0
43	5	-0.5	-1	1	-2
44	-4	0.0	8	1	-2
45	-2	-0.6	-10	0	4
46	-6	1.2	11	0	2
47	-4	-2.1	-11	16*	6
48	4	-0.4	0	2	1

Given with each value named: entries from further up.
(43) CC(=O)c1cc(C)ccc1OC(=O)c1cccnc1
  ARFGAP1 inh: 4
  HTRA1 inh: -5
  NPR1 activator: 2
  ABHD4 inh: 2
  rCAG RNA binder: -3
  GC-B act: 5
  PG9 binder: -0.5
  ASAP1 inh: -1
  SMARCA2 act: 1
  NR1D1 modulator: -2

(44) Cc1cc(-c2nnc(CCC(=O)N(C)Cc3ccsc3)o2)no1
  ARFGAP1 inh: -3
  HTRA1 inh: 1
  NPR1 activator: 4
  ABHD4 inh: -2
  rCAG RNA binder: -3
  GC-B act: -4
  PG9 binder: 0.0
  ASAP1 inh: 8
  SMARCA2 act: 1
  NR1D1 modulator: -2

(45) COc1cccc(NC(=O)CS(=O)(=O)c2cccc3nsnc23)c1
  ARFGAP1 inh: 10
  HTRA1 inh: -2
  NPR1 activator: -2
  ABHD4 inh: 6
  rCAG RNA binder: 1
  GC-B act: -2
  PG9 binder: -0.6
  ASAP1 inh: -10
  SMARCA2 act: 0
  NR1D1 modulator: 4

Source: PubChem BioAssay
